Compound activity from PubChem.
aSyn yeast inh: qHTS of alpha-syn Inhibitors; Yeast expressing alpha-synuclein, growth rescue, BacTiter-Glo, 24 h; Potency, µM (top dose mostly 46.1 µM), inactives show at the highest dose growth rescue (activation), most hits filed as activators; 370,000 compounds, 0.14% hits; also: potency is read from the fitted curve at half-maximal effect; % of control where 0% means no effect; nearly all actives have a fitted effect of over 65% in size
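Readout is rescue of growth in alpha-synuclein-expressing yeast, so inhibitors of toxicity appear as activators. Growth after 24 hr at 30 deg C in galactose medium is quantified by luminescence.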
GLP1R inv ag: qHTS of GLP-1 Receptor Inverse Agonists (Inhibition Mode). Glucagon-like peptide 1 receptor (Homo sapiens), P43220. HEK293 GLP-1R CRE-luciferase, luminescence, 24 h; GLP-1R form is constitutively active. Potency, µM (doses to about 38.3 µM), for inactives: at the highest dose activity change, negative = inhibition, usual class: inhibitors. 410,000 compounds, 1.6% hits. AID 624417, 2012; also: potency is read from the fitted curve at half-maximal effect; % is scaled to controls: 0 for no effect and ±100 for the full control effect; nearly all actives have a fitted effect of over 55% in size
Target sequence (P43220 whole entry, looked up): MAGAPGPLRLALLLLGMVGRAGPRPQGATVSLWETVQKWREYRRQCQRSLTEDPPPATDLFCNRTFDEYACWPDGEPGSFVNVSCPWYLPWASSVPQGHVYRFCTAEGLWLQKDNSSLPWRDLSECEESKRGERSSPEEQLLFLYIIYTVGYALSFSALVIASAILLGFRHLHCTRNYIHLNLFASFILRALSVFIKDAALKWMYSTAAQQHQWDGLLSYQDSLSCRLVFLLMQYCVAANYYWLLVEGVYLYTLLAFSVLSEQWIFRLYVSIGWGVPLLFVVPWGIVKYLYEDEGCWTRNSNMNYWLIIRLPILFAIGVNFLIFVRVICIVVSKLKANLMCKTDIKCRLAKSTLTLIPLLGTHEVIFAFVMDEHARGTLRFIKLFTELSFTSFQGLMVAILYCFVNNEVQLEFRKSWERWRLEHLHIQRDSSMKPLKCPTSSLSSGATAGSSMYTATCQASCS
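Stable HEK293 clone (constitutively active GLP-1R + cAMP-response luciferase); 200 cells/uL plated, 12 h pre-culture, compound 24 hr, 37 deg C/5% CO2; detection reagent 12 min RT; luminescence.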
Akt phos inh: HTS Assay for Inhibitors of Akt Phophorylation: Primary Screen | activity change, % for hits at 50 µM | 360,000 compounds, 0.32% hits | Neuro2A IGF-stimulated pAkt S473 HTRF, 20 min; hits give low values; in the data active = activity change below about -80%; inconclusive = mostly about -51% to -80%; also: % is scaled to controls: 0 for no effect and ±100 for the full control effect
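Neuro2A cells in DMEM with 0.5% FBS, overnight at 37 deg C, given compound at single 50 µM final, then IGF (6 nM final) for 20 min at 37 deg C. Lysed; phospho-Akt Ser473 by HTRF after 24 h, 665/615 ratio.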
DRD3 antagonist: qHTS of D3 Dopamine Receptor Antagonist: qHTS; D(3) dopamine receptor (Homo sapiens), P35462; D3R cells, DiscoveRx beta-arrestin luminescence, antagonist mode; hits give low values; max response, negative = inhibition, %; 360,000 compounds, 2.5% hits; AID 652054, 2013; in the data active = max response below about -50%; inconclusive = no clear call, values can overlap the other calls; also: % is scaled to controls: 0 for no effect and ±100 for the full control effect; mostly tested at two doses, the higher about 12 µM
Target sequence (P35462 whole entry, looked up): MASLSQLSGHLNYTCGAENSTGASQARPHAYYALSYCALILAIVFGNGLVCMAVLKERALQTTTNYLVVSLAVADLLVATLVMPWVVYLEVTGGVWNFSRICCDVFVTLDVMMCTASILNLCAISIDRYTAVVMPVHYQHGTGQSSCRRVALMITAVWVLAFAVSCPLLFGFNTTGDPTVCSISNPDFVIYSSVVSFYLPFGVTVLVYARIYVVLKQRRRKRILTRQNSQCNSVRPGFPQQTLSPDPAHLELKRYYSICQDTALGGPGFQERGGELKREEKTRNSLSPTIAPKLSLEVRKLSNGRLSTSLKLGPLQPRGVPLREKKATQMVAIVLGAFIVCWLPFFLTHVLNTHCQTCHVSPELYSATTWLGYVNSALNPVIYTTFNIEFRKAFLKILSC
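Cells expressing the human receptor were seeded at 1500 cells/well, incubated overnight at 37 degrees C in 5% CO2, then exposed to library compounds with dopamine controls for 90 minutes at 37 degrees C before luminescent detection.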
TDP-43 yeast inh: qHTS of TDP-43 Inhibitors; AID 652104, 2013; TDP-43 expressing yeast growth rescue, BacTiter-Glo, 24 h; 410,000 compounds, 1.8% hits; Potency, µM (series often up to 46.1 µM), for the others: top-dose growth rescue (activation), most hits filed as activators; also: potency is read from the fitted curve at half-maximal effect; % of control where 0% means no effect; nearly all actives have a fitted effect of over 50% in size
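In this qHTS, compounds that restore growth of yeast expressing TDP-43 appear as activators. Cells (OD600=0.02, galactose medium, raffinose-pregrown) are incubated with compound 24 hr at 30 deg C and growth is quantified by BacTiter-Glo.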
Abeta yeast res: qHTS for compounds that reverse cellular toxicity of Amyloid beta (A-beta) peptide in yeast: Primary Screen; 410,000 compounds, 0.063% hits; Potency, µM (highest dose often 46.1 µM), without a hit: top-dose growth rescue, actives largely listed as activators; yeast expressing A-beta42, growth rescue, OD600, 48 h; response scale: 0% DMSO, 100% iron-clioquinol control; also: potency is read from the fitted curve at half-maximal effect; nearly all actives have a fitted effect of over 55% in size
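Yeast growth medium received pinned compounds, then yeast cells expressing toxic A-beta were added; plates incubated at 30 C for 48 hr. Growth read as absorbance at 600 nm, normalized to DMSO and equimolar FeCl3 plus clioquinol controls.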
PTHR1 ag: qHTS for PTHR1 Agonists: Primary Screen; Parathyroid hormone/parathyroid hormone-related peptide receptor (Homo sapiens), Q03431; HEK293 GP2 PTHR1 cells, GloSensor cAMP luminescence, 1 h; Potency, µM (titrated, usually from 115 µM), for inactives: top-dose activation, usual class: activators; 410,000 compounds, 0.075% hits; AID 743266, 2014; also: potency is read from the fitted curve at half-maximal effect; nearly all actives have a fitted effect of over 55% in size; some results filed as inactive show a strong effect at the top dose; inactives centre near -15; many of its hits are not listed in these tables
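HEK-293-derived GP2 cells expressing PTHR1 and a GloSensor cAMP reporter, 3,000/well, plated overnight, given luciferin plus IBMX (each 0.5 mM as added) for 1 h at 37 °C, then compound for 1 h at 37 °C. Luminescence was read after 15 min at room temperature.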
FUS yeast rescue: qHTS for Suppressors of FUS Proteinopathy: Primary screen using FUS-linked yeast assay; S. cerevisiae FUS-expressing, growth rescue, OD600, 24 h; Potency, µM (top dose mostly 76.6 µM), inactives show at the highest dose growth rescue (activation), actives largely listed as activators; 390,000 compounds, 0.24% hits; AID 1347120, 2019;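 also: potency is read from the fitted curve at half-maximal effect; plate controls were DMSO vehicle for no effect and reference control for full effect; nearly all actives have a fitted effect of over 55% in size; some results filed as inactive show a strong effect at the top dose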
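Galactose (2%) drives FUS expression in yeast precultured in raffinose; seeding density OD 0.005. Test compounds incubated 24hr at 30C and 99% humidity before absorbance at 600 nm was measured.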
GLP1R ag: qHTS of GLP-1 Receptor Agonists | Glucagon-like peptide 1 receptor (Homo sapiens), P43220 | Potency, µM (doses to about 45.6 µM), for the others: at the highest dose activation, most hits filed as activators | HEK293 GLP-1R CRE-luciferase, luminescence, 4-6 h; cells express a hypersensitive GLP-1R form | 380,000 compounds, 0.007% hits; also: potency is read from the fitted curve at half-maximal effect; % of control where 0% means no effect
* hit, by the source's call; i = inactive; ? = inconclusive; / = not tested or not shown; & = joins results of further samples; [ ] = another dose, or the depositor's remark. Unless noted, calls follow the shape of the dose curve; as a rule, active = well fitted curve in the direction sought with a large enough effect; inconclusive = small, poorly fitted or top-dose-only effect, or another doubt; inactive = no such curve, though single readings can be large; an effect the other way counts as inactive or inconclusive. A portion of the library; count on the stated rates, not on these rows.

SMILES	aSyn yeast inh	GLP1R inv ag	Akt phos inh	DRD3 antagonist	TDP-43 yeast inh	Abeta yeast res	PTHR1 ag	FUS yeast rescue	GLP1R ag
COc1ccccc1N=Cc1c(C)c(C#N)c2[nH]c3ccccc3n2c1=O	2%	10%	i	-7	-31%[inhibitor]	-27%	i	38%	0%
C=CCNC(=O)c1cnn(-c2ccccc2)c1-c1ccccc1	2%	-10%	i	-4	-11%	-16%	-5%	1%	13%
Cc1ccc(C)c(S(=O)(=O)C(C#N)c2nc3ccccc3nc2N2CCOCC2)c1 (configuration not stated)	-1%	3%	i	0	-9%	3%	-87%[inhibitor][57.5 µM]	-3%	0%
CCc1ccccc1NC(=O)CSc1nc2[nH]c(=O)cc(O)c2s1	-1%	1%	i	-6	-11%	-13%	7%	?	-2%
Cc1ccc(N2C(=O)N(CC(=O)N(C)Cc3ccccc3)C(=O)C2C)cc1 (configuration not stated)	4%	-17%	i	-7	-11%	9%	-14%[57.5 µM]	14%	-14%
COC(=O)CSc1nnc(CNc2nc(-c3ccccc3)cs2)n1C	3%	8%	i	7	0%	11%	i	-16%	-1%
Cc1oc(-c2cccc(Cl)c2)nc1CN1CCC(C(=O)NCC2CCCO2)CC1 (configuration not stated)	/	9%	/	0	-12%	-5%	i	22%	-6%
O=C(OCN1C(=O)c2ccccc2C1=O)c1cc(S(=O)(=O)N2CCOCC2)ccc1F	5%	5%	i	13	0%	19%	i	-3%	27%
CC(C)(C)C1CCc2onc(C(=O)Nc3sc4c(c3C#N)CCCC4)c2C1 (configuration not stated)	/	12%	/	/	17%	-7%	-30%	-15%	/
Cn1nc(C(=O)NCC2COc3ccccc3O2)c2ccccc2c1=O (configuration not stated)	9%	13%	i	-7	20µM*	-14%	-27%	32%	16%
CC(C)CC(=O)Nc1ccc(C(=O)OCc2cc(=O)n3nc(C4CCCCC4)sc3n2)cc1	/	1%	/	/	16%	2%	i	-10%	/
O=C1c2ccccc2C(Nc2ccc3c(c2)OCCO3)N1c1ccccn1 (configuration not stated)	0%	-22%	i	-21	?	-6%	-28%	9%	5%
CCOC(=O)C1(Cc2ccccc2)CCN(Cc2ccc3c(c2)OCCO3)CC1	6%	-2%	i	-2	-18%	-14%	i	18%	22%
CCOC(=O)Cc1c(C)nc2c(-c3ccccc3)c(C)[nH]n2c1=O	9%	0%	i	2	-7%	1%	i	13%	3%
Cc1cccc(-n2c(O)c(C=Nc3ccccc3O)c3ccccc3c2=O)n1	2%	40%[activator]	i	-15	8%	3%	i	12%	16%
COC1CCCCC1Nc1ccc(C)c(C)c1 (configuration not stated)	-2%	0%	i	-5	-7%	2%	-21%	4%	-1%
CCO[C@H]1OC(C(=O)O)=C[C@@H](C)[C@@H]1CCCO	-5%	18%	i	50	18%	2%	i	-16%	-4%
Cc1ccc(C(=O)COC(=O)CN2C(=O)C3C4C=CC(C4)C3C2=O)cc1C (configuration not stated)	14%	-8%	i	-15	1%	4%	i	23%	-4%
COCCOCCn1cnc2ccccc21	-3%	7%	i	-7	21%	13%	-17%[57.5 µM]	2%	-8%
COc1ccc(NC(=O)CSc2nc3c([nH]c4ccccc43)c(=O)n2C)c(OC)c1	-10%	3%	i	-18	3%	3%	18%	/	2%
CCOC(=O)c1ccc(CN(Cc2ccccc2C)S(=O)(=O)c2ccc(C(C)(C)C)cc2)cc1	/	8%	/	/	15%	19%	-7%	1%	/
COCCCn1c(SCC(=O)N2CCCC(C)C2)nnc1-c1ccco1 (configuration not stated)	0%	0%	/	-2	-18%	1%	-3%[57.5 µM]	15%	-10%
CCc1ccccc1NC(=O)Cn1c(C(=O)OC)cc2oc(C)cc21	/	3%	/	/	27%	-7%	-9%	-1%	/
Cc1ccc(C(=O)OCC(=O)NC(=O)c2ccc(C(C)(C)C)cc2)c(O)c1	-3%	8%	i	2	-16%	6%	i	-6%	-10%
CCN(CC)c1ccc(/C=C/C(=O)c2ccc(Br)cc2)cc1	2%	?	i	-14	10%	-3%	i	4%	-18%

Other compounds
SMILES	aSyn yeast inh	GLP1R inv ag	Akt phos inh	DRD3 antagonist	TDP-43 yeast inh	Abeta yeast res	PTHR1 ag	FUS yeast rescue	GLP1R ag
CCOC(=O)c1sc(C)c2c1NC(C)(c1ccccc1)NC2=O (configuration not stated)	-8%	-7%	i	-2	1%	19%	-6%	0%	12%
Cc1cc(C(F)(F)F)n2nc(C(=O)O)c(Cl)c2n1	5%	7%	i	14	6%	2%	-6%[57.5 µM]	-31%	-3%
O=C(O)c1ccccc1C(=O)Nc1ccc(Br)c2cccnc12	-1%	-17%&5%	i	1	-19%[0.397 µM]	4%&-13%	-14%	3%&0%	16%
Cc1cc(C(c2ccc(O)cc2)c2cc(C)c(O)cc2C)c(C)cc1O	-5%	?	i	-6	-5%	-18%	-59%[inhibitor]	-17%	-6%
C1CCN2C[C@@H]3C[C@@H](CN4CCCC[C@@H]34)[C@H]2C1	5%	-5%	i	?	0%	0%	-16%	-19%	19%
Cc1cc(C(=O)Nc2cccnc2Cl)on1	-1%	7%	i	-8	20%	24%	i	-7%	-10%
Cc1ccc(C)c(C(O)c2ncc(-c3ccccc3Cl)[nH]2)c1 (configuration not stated)	0%	-20%	i	19	12%	-8%	i	-1%	-6%
Cc1cc(C)nc(SCC(=O)Nc2nonc2N)n1	-2%	11%	i	10	15%	-2%	i	-14%	-4%
COc1ccc(OC)c(-n2cnc3cc(C(=O)O)ccc32)c1	-2%	13%	i	30	10%	3%	i	-5%	-11%
Cc1onc(-c2ccccc2)c1C(=O)NCc1ccc(Cl)cc1	0%	?	i	2	-3%	5%	-9%	-30%	-1%
COc1ccccc1NC(=O)N1CCC(CN2CCc3ccccc3C2)CC1	/	?	/	/	15%[9.22 µM]	-13%	i	-17%	/
O=C(C1CCC(=O)N1Cc1cccnc1)N1CCN(c2ccc(F)cc2)CC1 (configuration not stated)	6%	-4%	i	-1	0%	20%	-10%	-29%	4%
COC(=O)Nc1ccc(S(=O)(=O)N2CCC(C(=O)N(C)C3CCCCC3)CC2)cc1	1%	-6%[0.307 µM]	i	-15	?	10%	-10%	?	-5%
COc1cccc(CN(C)C(=O)CCN(c2ccccc2)S(=O)(=O)c2ccc(C)cc2)c1OC	-4%	8.9µM*	i	10	-3%	0%	-25%	28%	16%
CC(=O)c1cccc(NC(=O)c2ccc(N(C)S(=O)(=O)c3ccc(C)cc3)cc2)c1	18%	?	i	23	-8%	-16%	-35%[inhibitor]	43%	-6%
CCOC(=O)C1=NN(c2ccc(C)cc2)CC1C(=O)OC (configuration not stated)	7%	13%	i	17	3%	1%	-12%	/	1%
CC(=O)Nc1ccc(N(C(=O)CNC(=O)c2cccs2)C(C(=O)NCC2CCCO2)c2ccccc2)cc1 (configuration not stated)	-4%	11%	i	-9	0%	-6%	-12%	30%	-1%
CC(=O)Oc1ccccc1C(=O)Oc1ccccc1C(=O)O	3%	8%	i	-18	0%	0%	-25%	-40%	18%
COc1ccc(N2C(=O)CS(=O)(=O)C23C(=O)N(Cc2ccccc2F)c2ccccc23)cc1Cl (configuration not stated)	1%	-22%	/	/	17%	1%	-15%	20%	-4%
CCOC(=O)Cc1nc2ccccc2n(CC#N)c1=O	5%	4%	i	-2	0%[9.22 µM]	-1%	i	-11%	2%
Cc1ccccc1CSc1nc2cc(C(=O)NC3CCCC3)ccc2c(=O)n1Cc1ccccc1	/	4%	/	/	8%	-12%	i	-18%	/
Cc1ccc(S(=O)(=O)NCc2cccc([N+](=O)[O-])c2)cc1	10%	?	i	-28	?	-7%	-32%[inhibitor]	-24%	-5%
NC(=O)c1c(NC(=O)CSc2nnc(-c3ccco3)n2-c2ccccc2)sc2c1CCC2	-3%	-27%	i	9	6%	-9%	-10%[57.5 µM]	?	9%
O=S1(=O)CCOCCCN1Cc1ccccc1F	-6%	5%	i	0	1%	-8%	19%	-15%	-2%
CCCNC(=O)c1onc(CSc2nc3ccccc3[nH]2)c1C(=O)NCCC	0%	5%	i	-3	?	3%	-25%	7%	0%

Next part
SMILES	aSyn yeast inh	GLP1R inv ag	Akt phos inh	DRD3 antagonist	TDP-43 yeast inh	Abeta yeast res	PTHR1 ag	FUS yeast rescue	GLP1R ag
CCO/C=N/c1c(C#N)c(CC#N)nn1-c1ccccc1	2%	3%	i	29	-12%	18%	i	22%	-4%
CNC(=O)CCc1ccc(OC)cc1	4%	18%	i	16	10%	3%	i	-7%	-1%
Cc1csc(=O)n1CCC(=O)OCc1nnc(-c2ccccc2)o1	-1%	43%[activator]	i	1	2%	-3%	i	-5%	10%
CCN1CCN(c2cc(=O)n(Cc3ccc(F)cc3)c(=O)[nH]2)CC1	1%	19%	i	-12	0%	-8%	i	-26%	2%
O=C(NC1CCCC1)c1cc(S(=O)(=O)N2CCCC2)ccc1Cl	1%	0%	i	-1	17%	6%	i	7%	-7%
CC1=C(c2ccc(C)c(C)c2)S(=O)(=O)N=C1N1CCC(C(=O)N2CCCCC2)CC1	/	-7%	/	/	25%	-2%	-6%	24%	/
O=S1(=O)C[C@H](N2CCOCC2)[C@@H](COCc2ccccc2)N1	-3%	32%[activator]	i	-7	19%	-18%	-21%	-9%	0%
CCC(C)NCCOc1ccc(C)cc1[N+](=O)[O-] (configuration not stated)	0%	-9%	i	-60*	16%	-9%	i	-8%	-4%
